# Menin MLL FP TR = inhibitors of human menin-MLL interaction, mutant MLL peptide | Menin + Texas Red MLL mutant peptide, fluorescence polarization | Potency, µM (titrated, usually from 61.6 µM), inactives show top-dose FP activity change, negative = inhibition, most hits filed as inhibitors | O00255 | 270,000 compounds, 0.23% hits; active means well fitted inhibition curve with a large enough effect in the polarisation, with a control signal flat, not every such curve was filed as active; inconclusive means small, poorly fitted or top-dose-only effect, or effect the other way, or a change in a side signal; inactive means no such curve, though single readings can be large or run the other way; the % refers to the polarisation; further: potency means the concentration at half of the fitted maximal effect; % of control where 0% means no effect; many of its hits are not listed in these tables
# PKM2 activator = increases activity of human pyruvate kinase M2; 260,000 compounds, 0.34% hits; Potency, µM (top dose mostly 57.5 µM), for inactives: at the highest dose activation, actives largely listed as activators; P14618; purified PKM2, Kinase-Glo ATP luminescence, activation; response scale: 0% is enzyme alone, no compound; further: potency means the concentration at half of the fitted maximal effect; on the % scale 0 is the no-effect control and ±100 the full control effect; nearly all actives have a fitted effect of over 55% in size
# Target sequence (P14618 whole entry, looked up): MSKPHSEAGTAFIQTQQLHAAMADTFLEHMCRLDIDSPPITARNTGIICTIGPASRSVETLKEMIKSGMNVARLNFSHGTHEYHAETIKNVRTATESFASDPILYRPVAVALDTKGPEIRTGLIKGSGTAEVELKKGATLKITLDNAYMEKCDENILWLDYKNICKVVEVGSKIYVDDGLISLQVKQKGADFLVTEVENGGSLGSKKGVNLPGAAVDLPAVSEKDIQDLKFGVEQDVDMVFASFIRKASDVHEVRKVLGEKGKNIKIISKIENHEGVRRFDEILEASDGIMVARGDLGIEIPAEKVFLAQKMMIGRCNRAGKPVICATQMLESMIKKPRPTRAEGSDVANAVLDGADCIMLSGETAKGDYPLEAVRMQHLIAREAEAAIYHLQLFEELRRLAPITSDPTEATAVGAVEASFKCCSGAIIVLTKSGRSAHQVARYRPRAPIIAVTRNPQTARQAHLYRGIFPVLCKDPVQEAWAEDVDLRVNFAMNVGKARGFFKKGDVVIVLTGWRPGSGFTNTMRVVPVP
#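 Purified hPK-M2 (>95% pure) converted ADP (0.1 mM final) to ATP with 0.5 mM PEP in 50 mM imidazole pH7.2, KCl, MgCl2, Tween 20, BSA; 1 h at room temperature. ATP detected by Kinase-Glo luminescence.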
# a7 integrin act = integrin-mediated muscular dystrophy alleviation activation | Potency, µM (highest dose often 38.3 µM), for the others: at the highest dose activation, usual class: activators | alpha7betagal myoblasts, beta-gal FDG fluorescence, 48 h | 350,000 compounds, 0.064% hits;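 further: potency means the concentration at half of the fitted maximal effect; 100% = response of the positive control SU9516; nearly all actives have a fitted effect of over 60% in size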
#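 alpha7betagal+/- myoblasts (passage 13, 250/well) treated 48 h at 37C with compounds at 1:260 dilution of DMSO stock. Lysed, then beta-galactosidase activity read as FDG fluorescence (ex 480/em 540) after 30 min, with pre-read for autofluorescence.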
# Giardia kill = Giardia lamblia killing | Giardia lamblia trophozoite viability | activity change, % at 7.66 µM, hits read low | 340,000 compounds, 0.15% hits | AID 540267; in the data active means activity change below about -80%; inconclusive means between about -30% and that limit;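 further: parasites exposed to compound for two days anaerobically before the ATP read; on the % scale 0 is the no-effect control and ±100 the full control effect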
#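 Luminescence from cellular ATP indicates surviving trophozoites (100 cells/well) following 48 hrs anaerobic compound treatment at 37 deg C; signal develops 15-30 min at room temperature.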
# ASM inhibitor = blocks human secretory acid sphingomyelinase | AID 504937 | 340,000 compounds, 0.006% hits | Potency, µM (highest dose often 57.5 µM), for inactives: at the top dose activity change, negative = inhibition, hits mostly inhibitors | P17405 | placental ASM, HMU-PC fluorogenic substrate, 60 min; further: potency means the concentration at half of the fitted maximal effect
#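 HMU-PC0 cleavage (9 uM final) by human placental ASM, 60 min at 37 °C following 10 min compound exposure at RT; stopped at pH 10, fluorescence Ex 386/Em 447 nm.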
# B2AR arrestin = beta2AR (human) beta-arrestin recruitment activity | Potency, µM (doses to about 46.1 µM), for inactives: at the top dose activation, actives largely listed as activators | P07550 | beta-arrestin recruitment to beta2AR, cell-based reporter | 330,000 compounds, 0.02% hits;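 further: potency means the concentration at half of the fitted maximal effect; 0% = DMSO controls and full agonism = EC100 isoproterenol or metaproterenol; nearly all actives have a fitted effect of over 65% in size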
# Target sequence (P07550 whole entry, looked up): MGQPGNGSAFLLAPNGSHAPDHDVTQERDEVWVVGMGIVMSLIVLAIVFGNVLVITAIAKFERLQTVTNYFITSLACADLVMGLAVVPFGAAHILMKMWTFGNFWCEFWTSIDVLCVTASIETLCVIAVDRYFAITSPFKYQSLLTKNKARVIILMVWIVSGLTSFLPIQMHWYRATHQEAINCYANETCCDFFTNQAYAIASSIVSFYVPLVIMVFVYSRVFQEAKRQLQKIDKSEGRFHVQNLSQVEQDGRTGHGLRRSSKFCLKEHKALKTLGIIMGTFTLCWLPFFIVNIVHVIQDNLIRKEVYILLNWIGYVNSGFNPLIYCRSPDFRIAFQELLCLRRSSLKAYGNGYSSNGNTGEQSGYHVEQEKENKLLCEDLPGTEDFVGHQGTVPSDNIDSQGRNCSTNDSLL
# Coupling enz = coupling enzyme interference in Giardia aldolase counter-screen; coupling enzyme system counterscreen, AmpLite Red fluorescence; activity change, negative = inhibition, % at 58.2 µM, hits read low; 290,000 compounds, 0.67% hits; AID 2472; in the data active means activity change below about -30%; further: on the % scale 0 is the no-effect control and ±100 the full control effect
#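 First, compound is pin-transferred into glyceraldehyde-3-phosphate coupling-enzyme reagent at 57.5 uM final and held 10 min at RT. Next, substrate, coupling system and AmpLite Red are added. After 20 min RT, fluorescence (525/598 nm) is read.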
# PTAP TSG101 blk = blocks PTAP/TSG101 interaction to inhibit HIV-1 budding; Q99816; Fluorescence polarization, FITC-PTAP peptide / Tsg101 binding; Potency, µM (series often up to 115 µM), for the others: at the top dose activity change, negative = inhibition, actives largely listed as inhibitors; 340,000 tested, under 10 active; AID 493005; active means well fitted inhibition curve with a large enough effect in the main read-out, with a control signal flat, not every such curve was filed as active; inconclusive means small, poorly fitted or top-dose-only effect, or effect the other way, or a change in a side signal; inactive means no such curve, though single readings can be large or run the other way; further: potency means the concentration at half of the fitted maximal effect; % of control where 0% means no effect
#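 Tsg101 binding domain (10 uM final) was mixed with compound and a FITC-labeled PTAP peptide (50 nM final) in HEPES pH 7.5 buffer with NaCl, Tween 20, EDTA and TCEP; fluorescence polarization was read after 20 min at r.t.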
# Chronic BCR inh = inhibitors of chronic active B-cell receptor signaling; ABC-DLBCL IkBa-CBG/CBR reporter, luminescence ratio, 4 h; Potency, µM (doses to about 46.1 µM), for the others: top-dose ratio change, negative = lower green/red ratio, usual class: inhibitors; 340,000 compounds, 0.05% hits; active means well fitted inhibition curve with a large enough effect in the signal ratio, with a control signal flat, not every such curve was filed as active; inconclusive means small, poorly fitted or top-dose-only effect, or effect the other way, or a change in a side signal; the % refers to the signal ratio;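 further: potency means the concentration at half of the fitted maximal effect; plate controls were basal doxycycline-induced cells for no effect and cells given 10 µM MG132 for full effect; MG132 reads +100%, hits lower the ratio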
#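 Cell line TMD8 (human ABC DLBCL), stably expressing tet-inducible CBG68-IkBa fusion and CBR; IMDM/0.5% FBS; cpd up to 46 uM; dox induction, 4 h, 37C/5% CO2; dual luminescence; green/red ratio; MG132 control.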
# Tb PFK block = blocks T. brucei phosphofructokinase. O15648. T. brucei PFK, ADP-Glo luminescence. Potency, µM (titrated, usually from 57.5 µM), inactives show top-dose activity, negative = inhibition, usual class: inhibitors. 330,000 compounds, 0.17% hits. AID 485367;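 further: potency means the concentration at half of the fitted maximal effect; 0% = uninhibited 1x PFK enzyme wells and -100% = no-enzyme wells; nearly all actives have a fitted effect of over 60% in size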
#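 Activity is normalized to no-enzyme wells (full inhibition) and 1.25 nM enzyme wells (no inhibition). Reaction: 0.5 mM F6P, 0.1 mM ATP, 45 min RT, ADP-Glo luminescence; concentration-response curves fitted and classed by quality.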
# GALK inhibitor = blocks human galactokinase activity; P51570; Purified GALK, Kinase-Glo residual ATP luminescence; Potency, µM (series often up to 57.5 µM), inactives show at the highest dose activity change, negative = inhibition, actives largely listed as inhibitors; 270,000 compounds, 0.007% hits; further: potency means the concentration at half of the fitted maximal effect; on the % scale 0 is the no-effect control and ±100 the full control effect
#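 The enzyme phosphorylates galactose (100 uM) using ATP (35 uM); inhibition is detected as higher residual ATP, quantified by bioluminescence after 1 h reaction at room temperature, pH 8.0.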
# Active calls of the source: *; ? = inconclusive; / = not tested or not shown; [ ] = remark or other dose. Unless noted, the call rests on the fitted dose curve; in most records, active means well fitted curve in the direction sought with a large enough effect; inconclusive means small, poorly fitted or top-dose-only effect, or another doubt; inactive means no such curve, though single readings can be large; an effect the other way counts as inactive or inconclusive. An excerpt; rates above refer to the full screens.
SMILES,Menin MLL FP TR,PKM2 activator,a7 integrin act,Giardia kill,ASM inhibitor,B2AR arrestin,Coupling enz,PTAP TSG101 blk,Chronic BCR inh,Tb PFK block,GALK inhibitor
CCOC(=O)C1=C(COC(=O)CCOc2ccc(C)cc2)NC(=O)NC1C (stereo not drawn),/,/,-53%[inhibitor],1,3%,-0.5%,/,0%,?,2%,/
Cc1cc(C(=O)N2CCC(C(=O)O)CC2)c(C(F)(F)F)o1,/,-1%,36%,1,-1%,0.5%,2,0%,?,1%,1%
CCS(=O)(=O)Nc1ccc(C2=NN(C(=O)c3ccco3)C(c3ccc(C)cc3)C2)cc1 (stereo not drawn),-42%,7.9µM*,14%,1,-12%,5.1%,0,1%,?,4%,-1%
CC(=O)Nc1ccc(NC(=O)CCn2c(=S)oc3ccccc32)cc1,?,-1%,8%,17,-2%,0.0%,-1,-2%,-1%,-6%,4%
CC(=O)Nc1ccc(S(=O)(=O)NC2CCS(=O)(=O)C2)cc1Cl (stereo not drawn),/,9%,4%,3,-4%,-0.1%,2,-1%,0%,7%,/
Cc1ccc(S(=O)(=O)NNC(=O)c2cccc(O)c2)cc1,21%,1%,?,-3,3%,-1.2%,-2,-1%,-2%,0%,-1%
COCC(=O)Nc1ccccc1C(=O)Nc1ccc(OC)cc1,8%,-5%,?,4,-6%,0.1%,1,-2%,-2%,-5%,0%
COc1ccc(NC(=O)C(=O)NCCCO)cc1Cl,3%,-3%,-19%,-6,-3%,-0.9%,0,-2%,?,-3%,-1%
CCOc1cc(/C=N/NC(=O)c2cccnc2)ccc1OCC(=O)N1CCOCC1,-1%,0%,-8%,8,4%,-0.5%,3,-3%,3%,-3%,-1%
C=CCNC(=O)C(C#N)c1nc2ccccc2nc1N1CCN(Cc2ccccc2)CC1 (stereo not drawn),-11%,-3%,-4%,20,20%,-0.1%,-6,?,29%,3%,-3%
O=C(CCSc1nc(-c2ccco2)cc(C(F)(F)F)n1)NCC1CCCO1 (stereo not drawn),6%,-3%,-14%,11,-1%,0.0%,0,1%,2%,2%,-1%
O=C(Cn1cc([N+](=O)[O-])cn1)NCc1ccc(-n2cccn2)cc1,0%,0%,0%,-1,0%,0.7%,4,-1%,14%,-17%,0%
O=C(NCCc1nc2ccccc2[nH]1)/C(=C/c1ccco1)NC(=O)c1ccco1,-2%,0%,0%,-2,0%,-0.2%,2,1%,-6%,-3%,1%
O=C(NCCS(=O)(=O)N1CCN(c2ccccc2)CC1)c1ccco1,/,/,13%,-10,0%,-1.7%,/,0%,2%,-3%,/
O=C(Nc1ccc([N+](=O)[O-])cc1)c1cccc(S(=O)(=O)Nc2cccnc2)c1,61%[activator],1%,29%,7,-9%,0.0%,6,-6%,-11%,-1%,16%
COc1ccc(CCNC(=O)Cn2nnc(C(=O)Nc3ccc(Br)cc3)c2N)cc1OC,/,/,11µM*,31[activator],-6%,-0.1%,/,0%,-4%,-4%,1%
CC(C)c1ccc(/C=c2\sc3nc(-c4ccncc4)nn3c2=O)cc1,41%[activator],-15%,-7%,5,8%,-0.5%,3,4%,5%,-6%[0.46 µM],1%
Cc1ccc(OCC(=O)NCCCNC(=O)c2cccnc2)cc1C,3%,3%,-36%,1,5%,0.0%,-1,-2%,0%,-3%,7%
CCOc1ccc(Nc2nc3c(c(=O)[nH]2)CCCC3)cc1,-6%,-15%,10%,4,-3%,0.0%,0,-8%,?,1%,-2%
CCCN1C(=O)c2ccccc2NC1c1ccc(Cl)c(Cl)c1 (stereo not drawn),26%,/,42%,0,84%,0.3%,-1,-4%,?,0%,-3%
CCN(CC(=O)NC(C)C)C(=O)c1ccc(Cl)cc1,-11%,1%,3%,5,/,-0.3%,3,-5%,0%,0%,3%
CC(=O)N1CCN(c2ccc(NC(=O)c3cccc(Cl)c3Cl)cc2)CC1,-8%,-3%,15%,-3,3%,-1.2%,1,-2%,11%,0%,1%
O=C(O)CSc1ccc(S(=O)(=O)N2CCCC2)cn1,/,/,?,-5,3%,0.0%,/,-8%,1%,0%,/
CCN(CC)S(=O)(=O)c1cc(C(=O)Nc2ccccc2[N+](=O)[O-])ccc1Cl,3%,0%,-48%[inhibitor],2,-4%,-0.2%,-1,1%,?,3%,2%
Cc1ccc(/C=N/Nc2cc(C)nc(NCc3ccccc3)n2)cc1,/,-2%,-55%[inhibitor],-5,?,0.2%,-8,-3%,?,1%,-2%
Nc1ccc(SCC(=O)Nc2cccc([N+](=O)[O-])c2)cc1,2%,0%,-11%,-11,1%,-0.2%,0,-3%,-3%,-4%,0%
CCCOc1ccc(-c2csc3ncn(Cc4ccc(C(=O)O)cc4)c(=O)c23)cc1,?,-1%,-6%,5,1%,-0.1%,10,-4%,-9%,3%,0%
Cc1c(Cl)cccc1NC(=S)NCCc1ccc(S(N)(=O)=O)cc1,5%,7%,5%,-3,-1%,0.5%,1,-2%,1%,4%,0%
CCCN(CC(=O)Nc1ccccc1C)C(=O)c1ccc(S(=O)(=O)N2CCCCC2)cc1,/,-6%,9%,3,-2%,0.3%,/,-4%,0%,-1%,-8%
C=CCN(c1ccccc1)S(=O)(=O)c1cccc(C(=O)Nc2cc(C)ccn2)c1,/,/,2%,8,-1%,4.2%,/,0%,16%,5%,/
O=C(NC(Cc1ccccc1)C(=O)NCCc1ccccn1)c1cccs1 (stereo not drawn),-1%,/,11%,0,-13%,-0.3%,-14,1%,1%,-4%,5%
O=C(COC(=O)Cc1c[nH]c2ccccc12)Nc1ccccc1C(F)(F)F,/,/,10%,10,0%,-0.2%,/,-2%,-7%,6%,/
COc1ccc(C[C@H]2CN3C(=NC[C@@H]3C(C)C)N2CCNC(=O)CCC2CCCCC2)cc1,?,-6%,-49%[inhibitor],-20,1%,0.5%,-2,-2%,?,-1%,-2%
O=c1cc(-c2c(F)c(F)c(F)c(F)c2F)oc2ccccc12,2%,-2%,-49%[inhibitor],-20,-2%,3.0%,3,-5%,?,0%,-2%
Cc1cc(=O)oc(C)c1C(=O)O,0%,9%,21%,-11,7%,0.3%,3,-2%,7%,0%,0%
Cc1cc(NCCCn2ccnc2)n2ncc(-c3ccccc3)c2n1,0%,4%,-23%,?,11%,0.3%,4,-14%,?,-2%,6%
O=C(CNC(=O)c1ccc(Br)cc1)NCC(=O)OCC(=O)c1ccccc1,?,-11%,12%,-8,-3%,-0.1%,2,0%,10%,-5%,-2%
Nc1ccc([N+](=O)[O-])cc1C(=O)NNC(=O)c1ccco1,/,-3%,-25%,10,-2%,-0.8%,-4,0%,?,-25%,0%
O=C(CC1CCCCC1)Nc1nc2ccccc2s1,?,16%,?,-22,1%,-0.1%,2,0%,7%,0%,-3%
CSc1cccc(NC(=O)CC2Oc3ccccc3NC2=O)c1 (stereo not drawn),1%,/,?,-19,-1%,0.1%,2,-8%,?,1%,7%

# Reprinted at random: 5 records from the list.
SMILES,Menin MLL FP TR,PKM2 activator,a7 integrin act,Giardia kill,ASM inhibitor,B2AR arrestin,Coupling enz,PTAP TSG101 blk,Chronic BCR inh,Tb PFK block,GALK inhibitor
O=c1cc(-c2c(F)c(F)c(F)c(F)c2F)oc2ccccc12,2%,-2%,-49%[inhibitor],-20,-2%,3.0%,3,-5%,?,0%,-2%
Cc1cc(=O)oc(C)c1C(=O)O,0%,9%,21%,-11,7%,0.3%,3,-2%,7%,0%,0%
O=C(CNC(=O)c1ccc(Br)cc1)NCC(=O)OCC(=O)c1ccccc1,?,-11%,12%,-8,-3%,-0.1%,2,0%,10%,-5%,-2%
O=C(COC(=O)Cc1c[nH]c2ccccc12)Nc1ccccc1C(F)(F)F,/,/,10%,10,0%,-0.2%,/,-2%,-7%,6%,/
CSc1cccc(NC(=O)CC2Oc3ccccc3NC2=O)c1 (stereo not drawn),1%,/,?,-19,-1%,0.1%,2,-8%,?,1%,7%

# Source: PubChem BioAssay
